TbREL1 inh: TbREL1 inhibition, primary screen. P86926. TbREL1 RNA ligation, FRET fluorescence. inhibition, % at 9.66 µM. 89,000 compounds, 0.49% hits;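 active = inhibition above the mean inhibition across all screened compounds plus 3 SD, cut at about 11% in these data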;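 note: 0% = plate median of test wells and 100% = NSC42067 control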
Target sequence (P86926 whole entry, looked up): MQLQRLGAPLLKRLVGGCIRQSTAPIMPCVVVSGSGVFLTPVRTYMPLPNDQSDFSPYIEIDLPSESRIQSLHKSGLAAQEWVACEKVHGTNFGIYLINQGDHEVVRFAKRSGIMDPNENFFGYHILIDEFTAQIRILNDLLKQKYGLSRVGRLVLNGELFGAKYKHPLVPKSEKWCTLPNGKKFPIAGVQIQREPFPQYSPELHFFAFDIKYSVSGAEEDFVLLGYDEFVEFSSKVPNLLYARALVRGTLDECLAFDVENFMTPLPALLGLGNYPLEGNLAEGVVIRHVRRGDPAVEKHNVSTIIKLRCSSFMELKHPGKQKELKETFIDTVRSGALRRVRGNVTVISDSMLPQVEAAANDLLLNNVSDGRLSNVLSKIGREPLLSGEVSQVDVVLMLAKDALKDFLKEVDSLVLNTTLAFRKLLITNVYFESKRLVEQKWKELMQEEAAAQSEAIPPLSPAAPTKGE
Active calls of the source: *. Not all compounds are listed; the hit share may differ from the screen's.

Sample of the layout, 7 compounds:
SMILES	TbREL1 inh
O=C(Nc1ccc(-c2csc(-c3ccccc3)n2)cc1)c1ccccc1	2.9
CCOC(=O)CNC(=O)C(Cc1ccc2c(c1)OCO2)NC(C)=O (stereo not drawn)	-0.7
CCN1C(=O)C2(C(C#N)=C(N)Oc3n[nH]c(COC)c32)c2ccccc21 (stereo not drawn)	0.0
Cc1cccc(NC(=S)NCCc2ccc(F)cc2)c1C	-8.2
CC(=O)c1cccc(N(C(=O)CNC(=O)c2cccs2)C(C(=O)NCC2CCCO2)c2ccccc2)c1 (stereo not drawn)	1.2
Cc1ccc(NC(=O)N2CCC(C(=O)NCc3ccccc3)CC2)cc1	-1.0
O=C(Cn1c(=O)c2cccn2c2cccnc21)NCCCN1CCN(c2ccc(Cl)cc2)CC1	-6.9

Main list, from the first entry:
SMILES	TbREL1 inh
O=C(Nc1ccc(-c2csc(-c3ccccc3)n2)cc1)c1ccccc1	2.9
CCOC(=O)CNC(=O)C(Cc1ccc2c(c1)OCO2)NC(C)=O (stereo not drawn)	-0.7
CCN1C(=O)C2(C(C#N)=C(N)Oc3n[nH]c(COC)c32)c2ccccc21 (stereo not drawn)	0.0
Cc1cccc(NC(=S)NCCc2ccc(F)cc2)c1C	-8.2
CC(=O)c1cccc(N(C(=O)CNC(=O)c2cccs2)C(C(=O)NCC2CCCO2)c2ccccc2)c1 (stereo not drawn)	1.2
Cc1ccc(NC(=O)N2CCC(C(=O)NCc3ccccc3)CC2)cc1	-1.0
O=C(Cn1c(=O)c2cccn2c2cccnc21)NCCCN1CCN(c2ccc(Cl)cc2)CC1	-6.9
C=CCn1c(=O)c2ccccc2n2c(SCC(=O)NCc3cccs3)nnc12	0.0
Cc1cccc(C)c1NC(=O)CNC(=O)CN1C(=O)NC2(CCc3ccccc32)C1=O (stereo not drawn)	5.2
Cc1cc(NC(=O)CSc2ccccn2)cc(NC(=O)CSc2ccccn2)c1	1.5
O=C(COc1cccc2ccccc12)NNC(=O)Nc1ccccc1	2.2
CCC(c1nnc(SC(C)C(=O)NC2CC2)n1-c1ccc(OC)cc1)N(C)C (stereo not drawn)	-0.6
Cc1ccc(Nc2nc(NCC3CC3)nc3ccsc23)c(C)c1	3.1
COc1cc(NC(=O)C2C3C=CC(C3)C2C(=O)O)ccc1NC(=O)c1ccccc1 (stereo not drawn)	-4.5
O=C(NCCN1CCOCC1)c1ccccc1[N+](=O)[O-]	5.2
O=C(CN1CCN(Cc2ccccc2)CC1)NC(c1ccccc1)c1ccccc1	8.0
COC(=O)c1cn(Cc2c(C)cc(C)cc2C)nn1	4.3
O=C(COc1ncnc2cc(Cl)ccc12)c1ccc2c(c1)OCCO2	4.4
O=C(O)C1C2C=CC(C2)C1C(=O)Nc1ccc(C(=O)N2CCCCC2)c(Cl)c1 (stereo not drawn)	-2.2
Cc1ccc(OCCNC(=O)/C=C/c2ccco2)cc1C	-4.5
Cc1oc2c(CN3CCCCC3C)c(O)ccc2c(=O)c1-c1ccccc1 (stereo not drawn)	3.9
C[C@H](CO)N1C[C@H](C)[C@@H](CN(C)Cc2ccc(C(=O)O)cc2)Oc2c(NC(=O)Cc3ccccc3)cccc2C1=O	8.1
Cn1cc(S(=O)(=O)CC(=O)Nc2ccc(Br)cc2)c2ccccc21	-0.2
CCOC(=O)C1C(C(=O)OC)=C(c2ccc(F)cc2)c2ccccc2N1S(=O)(=O)C(F)(F)F (stereo not drawn)	-0.7
CC1(C)C(=O)OC(c2cccn2-c2cccc([N+](=O)[O-])c2)C2(CCCCC2)C1=O (stereo not drawn)	-1.7
O=C(CSCc1c(F)cccc1Cl)NCc1cccnc1	1.1
O=C(Oc1cc(Cl)ccc1Cl)c1ccc(N2CCOCC2)c([N+](=O)[O-])c1	-2.7
N#Cc1cccnc1N1CCN(C(C(=O)NC2CCCC2)c2ccco2)CC1 (stereo not drawn)	-0.9
Cc1cccc(C)c1OCC(O)CNC(C)(C)C (stereo not drawn)	-3.5
COc1ccc(C)cc1N(CC(N)=O)S(=O)(=O)c1ccc(C)cc1	-0.3
COC(=O)Cc1cnc(NC(=O)C2C3CCC(C3)C2C(=O)O)s1 (stereo not drawn)	2.8
COc1ccc(-n2c(=O)cc(N3CCN(c4ccccc4)CC3)[nH]c2=O)cc1	-0.3
COc1ccc(CNC(=O)[C@H](Cc2ccccc2)NC(=O)CC[C@H]2O[C@@H](n3ccc(=O)[nH]c3=O)[C@H](O)[C@@H]2O)cc1	1.1
Cn1c(CSCc2ccc(Cl)cc2)nnc1SCC(=O)Nc1nc2ccccc2s1	2.0
O=C(CCNc1ccc(Cl)cc1)c1cccs1	-3.5
CC1(C(=O)Nc2ccc3[nH]ncc3c2)CCN1C(=O)Cc1ccc(-c2ccccc2)cc1 (stereo not drawn)	-1.9
O=C(C1CCCN1C(=O)c1cccs1)N1CCc2ccccc21 (stereo not drawn)	0.4
O=C(Cn1nc(C(F)(F)F)c2c1CCCCC2)N1CCOCC1	-4.8
COC(=O)c1c(-c2ccc(OC)cc2)sc2ccc(N3CCOCC3)cc12	-2.9
Cc1ccc(S(=O)(=O)N2CCN(C(=O)CSc3nnc(C)s3)C2)cc1	-1.9
COc1ccc(CCN(Cc2cccs2)S(=O)(=O)c2ccccc2)cc1OC	0.3
O=C(c1cccc(F)c1)N1CCN(CC2CC3C=CC2C3)CC1 (stereo not drawn)	5.1
Cc1ccccc1NC(=O)Nc1c(C)n(C)n(-c2ccccc2)c1=O	7.5
Cn1c(=O)n(C)c2cc([N+](=O)[O-])c(N3CCN(C(=O)c4ccccc4)CC3)cc21	-2.6
O=C(Cc1csc(-c2ccccc2)n1)NCc1ccco1	-3.7
O=C(Nc1ccc2c(c1)OCCO2)C1CCN(S(=O)(=O)c2cccc3nsnc23)CC1	-1.4
CC(C)NC(=O)C(=O)NCCc1ccc(Cl)cc1	-3.6
CC1Cc2ccccc2N1C(=O)C(C)n1cc(C(F)(F)F)cc(Cl)c1=O (stereo not drawn)	2.8

Some of these compounds in order of number of heavy atoms, smallest number first:
SMILES	TbREL1 inh
Cc1cccc(NC(=S)NCCc2ccc(F)cc2)c1C	-8.2
Cn1c(CSCc2ccc(Cl)cc2)nnc1SCC(=O)Nc1nc2ccccc2s1	2.0
COc1ccc(CNC(=O)[C@H](Cc2ccccc2)NC(=O)CC[C@H]2O[C@@H](n3ccc(=O)[nH]c3=O)[C@H](O)[C@@H]2O)cc1	1.1

Continued.
SMILES	TbREL1 inh
O=C(/C=C/c1ccc([N+](=O)[O-])cc1)N1CCN(S(=O)(=O)c2ccccc2)CC1	1.1
CCOC(=O)COn1c(=O)c(-c2cccs2)[n+]([O-])c2ccccc21	2.5
CC(C)(C)N(NC(=O)OCc1ccccc1)C(=O)c1ccccc1	-1.1
CCc1nc2sc3c(c2c(=O)n1N)CCC3	0.2
NC(=O)C1(C(N)=O)OC1c1ccc(Cl)c(Cl)c1 (stereo not drawn)	-0.4
COc1cccc(N2CCC(N3CCN(C)C(CCO)C3)CC2)c1 (stereo not drawn)	-4.4
N#Cc1sc2nc3c(c(-c4ccco4)c2c1N)CCCC3	9.3
O=C(Cc1c[nH]c2ccccc12)Nc1nc2ccccc2[nH]1	-1.2
COc1cc(C(C)=O)ccc1OCC(=O)Nc1ccc2nc(C)sc2c1	-2.0
COc1ccc(C(=O)N(CC2CCCO2)C(C(=O)NCCC(C)C)c2ccc(C)cc2)cc1OC (stereo not drawn)	0.5
CC(C)(C)NC(=O)C(c1ccc(O)cc1)N(Cc1ccccc1)C(=O)CCC(=O)Nc1nccs1 (stereo not drawn)	-3.2
COC(=O)C[C@H]1CC[C@H]2[C@H](COc3ccc(NS(=O)(=O)c4cccc(OC)c4)cc3C(=O)N2C)O1	-1.3
CC(OC(=O)CC1CC2CCC1C2)C(=O)Nc1ccc(N2CCOCC2)cc1 (stereo not drawn)	-5.5
O=S(=O)(c1sccc1Br)n1c(CN2CCOCC2)nc2ccccc21	-4.2
COc1ccccc1NC1=NC(c2ccc(Cl)cc2)N=C(N)N1 (stereo not drawn)	3.4
CC(C)(C)C(=O)CSc1ncccn1	5.4
COC(=O)C(CC(C)C)Oc1ccc2c(C)cc(=O)oc2c1 (stereo not drawn)	-2.5
Cc1cc(C)nc(/N=C(\N)Nc2ccc(SC(F)F)cc2)n1	0.4
CCOC(=O)C1=C(CC)Nc2ccccc2N=C1NC(=O)c1ccc(S(=O)(=O)N2CCOCC2)cc1	-2.2
COc1ccccc1CNC(=O)C1CCCC1	-1.4
Cc1n[nH]c(=O)c2c(NC(=O)CSc3nn(-c4ccccc4)c(=S)s3)oc(C)c12	-2.6
CC(=O)CCc1ccc(OCC(O)CNCCOc2ccc(C)cc2)cc1 (stereo not drawn)	-4.4
CCN1C(=S)SC(=O)C1=C1C=C(C)N(CCO)C(C)=C1	-2.9
CCC(=O)Nc1c2c(nn1-c1ccccc1C)CSC2	-4.8
O=C(O)CCN1C(=O)/C(=C/c2cn(-c3ccccc3)nc2-c2cccs2)SC1=S	-5.1
Cc1nn(CC(=O)NC(C)c2ccccc2)c(=O)c2ccccc12 (stereo not drawn)	2.3
CC(C)(C)n1nc2c(c1NC(=O)COc1ccc3ccccc3c1)CS(=O)(=O)C2	0.2
Cc1cc(C(=O)COC(=O)c2cccc(O)c2)c(C)n1C1CC1	-5.5
CCOC(=O)c1ccc(Nc2nc(C)nc3c2nnn3Cc2ccccc2)cc1	-4.5
CC(C)CNc1c(N)n(CC(C)C)c(=O)[nH]c1=O	-4.9
Cc1ccc(C(=O)NC2(O)C(=O)c3ccccc3C2=O)cc1C	8.1
CCCCC1=NN2C(=N)CC(=O)N=C2S1	-1.1
Cc1c(C#N)c2ccccc2n1CC(=O)NC(C)c1ccccc1 (stereo not drawn)	1.6
O=C1c2ccccc2C(c2nnnn2Cc2ccccc2)N1Cc1ccc(F)cc1 (stereo not drawn)	0.1
O=C(NC1CCCc2ccccc21)C1CCN(S(=O)(=O)c2cccc3nsnc23)CC1 (stereo not drawn)	-1.5
CC(C)(C)NC(=O)NC(=O)CSc1ccc(S(=O)(=O)N2CCOCC2)cn1	-3.0
Cc1nn(-c2ccccc2)c2c1C(O)n1c(nc3ccccc31)S2 (stereo not drawn)	-0.5
COc1cc2c(C(=O)N3CCN(C)CC3)c(C)oc2cc1Br	-2.6
CC(=O)N1N=C(c2cccc(Cl)c2)OC1c1ccc(C(C)C)cc1 (stereo not drawn)	0.8
CC(=O)c1ccc(N2Cc3ccccc3C2=NC(=O)c2cccs2)cc1	-1.6
COc1cccc(-c2sc3ccc(OC)cc3c2C#CCCO)c1	0.9
Cn1cnc2cc(NC(=O)COc3ccccc3)ccc21	0.1
CSc1ccc(NC(=O)CSc2nc3[nH]c(=O)cc(O)c3s2)cc1	3.8
FC(F)(F)c1nc(N2CCCC2)ncc1-c1nnnn1-c1ccc(Cl)cc1	-1.5
S=c1[nH]nc(-c2ccc3ccccc3n2)n1-c1ccc(Cl)cc1	2.1
COCCN1CCN(C(=O)c2ccc3nc(Cc4ccccc4F)oc3c2)CC1	1.2
COC(=O)c1ccc2nc(-c3ccccc3)c(Cc3ccccc3C(F)(F)F)n2c1	-3.4
CN(Cc1ccccc1F)C(=O)C1C2C=CC3(CN(Cc4ccccc4)C(=O)C13)O2 (stereo not drawn)	-1.2
CN(C)c1ccc(C(=O)OCC#CCSc2nnc(-c3cccc4ccccc34)o2)cc1	-2.5
CC(=O)Nc1ccc(S(=O)(=O)NCc2nc(-c3ccccc3C)no2)cc1	6.3
Cc1nnsc1C(=O)Nc1cccc(Cl)c1	0.6
O=C(CN1CCC(NC(=O)Nc2ccc(Cl)cc2)CC1)Nc1ccc2c(c1)OCCO2	-3.3
O=S(=O)(c1ccccc1)N1CCN(C(=S)Nc2ccccc2)CC1	-8.6
CC#CCC(CC#CC)c1nc2ccccc2c(=O)n1N	-2.1
CNC(C)C(=O)NC(C(=O)NC(C(=O)Nc1cccc2ccccc12)C(C)C)C(C)C (stereo not drawn)	-1.6
COc1ccc(N2CCN(CCNS(=O)(=O)c3ccc([N+](=O)[O-])cc3)CC2)cc1	-4.8
CCCN(CC1CC1)C(=O)CN1C(=O)C2CCCCN2C(=O)c2ccccc21 (stereo not drawn)	1.1
O=C(Nc1ccccc1F)C1CCCN(S(=O)(=O)c2cccc3cccnc23)C1 (stereo not drawn)	1.0
O=C(COC(=O)c1cccs1)Nc1ccccc1Cl	0.8
O=C(CSc1nc2ccccc2n1CC(=O)NCc1ccccc1)NCc1ccco1	-2.6
(listing goes on)
SMILES	TbREL1 inh
N#Cc1ccc(OCC(=O)Nc2ccccc2NS(=O)(=O)c2cccs2)cc1	-2.4
COc1cccc(-c2c(-c3cc(OC)cc(OC)c3)n(C)c3ccc(Br)cc23)c1	1.0
Cc1cccc(OCCC(=O)OCc2csc(CC(=O)Nc3ccccc3C)n2)c1	-0.2
O=c1[nH]c(=O)n(-c2ccccc2)c2c1C(C(F)(F)F)(C(F)(F)F)N=C(C1CCCCC1)N2	-1.2
Nc1ccn([C@@H]2O[C@H](C(=O)NCC(=O)N3CCOCC3)[C@@H](O)[C@H]2O)c(=O)n1	0.2
CC(C)C1C(=O)N(Cc2cn(CCC3OCCCO3)nn2)CCS(=O)(=O)N1Cc1ccc(-c2ccc(Cl)c(Cl)c2)cc1 (stereo not drawn)	0.6
CN(C)S(=O)(=O)c1ccc(SCC(=O)N2CC(=O)Nc3ccccc32)nc1	-2.3
c1nc(NCC2CCCOC2)c2cc(-c3ccc4c(c3)OCO4)ccc2n1 (stereo not drawn)	-0.1
Cc1ccsc1CN(C)C(=O)CN1C(=O)NC(c2ccccc2)(c2ccccc2)C1=O	0.9
Cc1nnnn1/C(=C\c1ccccc1)C(=O)OCC(=O)Nc1ccc(Cl)cc1F	1.2
Clc1cccc2c1Sc1ccccc1CC2N1CCNCC1 (stereo not drawn)	6.8
Cc1c(Cl)c([N+](=O)[O-])nn1CC(=O)NCC1CCCO1 (stereo not drawn)	0.5
c1ccc(CSc2nnc(-c3ccco3)n2Cc2ccco2)cc1	-0.9
O=S(=O)(c1ccccc1Cl)N1CCCC1c1nc(-c2ccccc2Cl)no1 (stereo not drawn)	1.6
CC(NC(=O)Cn1nc(C(=O)O)c2ccccc2c1=O)c1ccccc1 (stereo not drawn)	2.0
CC1CC(CC(C)C(=O)NC(=S)Nc2ccc(S(N)(=O)=O)cc2)C(=O)O1 (stereo not drawn)	-1.9

Screening results: PubChem, The Scripps Research Institute Molecular Screening Center
